# Source: PubChem
# MPTP inh: permeability transition pore inhibition. 360,000 tested, 1.4% active. inhibition, % at 10 µM. isolated mouse mitochondria, Ca2+ swelling absorbance, 30 min. AID 602449;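 active = inhibition of 50% or more, scaled per plate between neutral and stimulator controls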;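 also: 0% = DMSO wells given calcium and 100% = 1 mM EGTA wells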
# SENP8 inh: blocks human SENP8 cleavage of Nedd8 substrate | Q96LD8 | recombinant SENP8, Nedd8 substrate fluorescence | 360,000 tested, 0.64% active | inhibition, % at 20 µM; in the data active = inhibition mostly above about 40%, no sharp cut-off; inactive = mostly below about 27%
# SENP6 block: blocks the human protease SENP6 | Q9GZR1 | Recombinant SENP6 catalytic domain, aminoluciferin luminescence | inhibition, % at 10 µM | 330,000 tested, 1.8% active | AID 2599;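 active = inhibition above about 50% at the single tested dose, limit read from the data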;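 also: plate controls were DMSO wells with enzyme for no effect and DMSO wells lacking enzyme for full effect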
# ATG4B inhibitor: inhibitors of human ATG4B cysteine protease; 340,000 tested, 0.51% active; ATG4B cleavage of LC3-PLA2, NBD-HPC fluorescence, 1 h; inhibition, % at 8.33 µM; in the data active = inhibition above about 40%
# Target sequence (Q9Y4P1 whole entry, looked up): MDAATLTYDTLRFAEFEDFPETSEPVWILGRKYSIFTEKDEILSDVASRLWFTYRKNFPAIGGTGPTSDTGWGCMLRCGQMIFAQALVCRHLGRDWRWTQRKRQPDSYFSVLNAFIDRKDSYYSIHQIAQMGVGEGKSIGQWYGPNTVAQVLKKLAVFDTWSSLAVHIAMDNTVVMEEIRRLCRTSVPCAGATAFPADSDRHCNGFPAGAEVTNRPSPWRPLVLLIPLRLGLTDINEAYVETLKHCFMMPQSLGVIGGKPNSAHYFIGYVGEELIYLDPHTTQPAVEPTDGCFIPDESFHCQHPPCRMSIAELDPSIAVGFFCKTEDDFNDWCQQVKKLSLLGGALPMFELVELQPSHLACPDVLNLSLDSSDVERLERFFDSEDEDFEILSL
# hIAP activ: increases human intestinal alkaline phosphatase activity. 330,000 tested, 0.16% active. P09923. AID 2524. purified human IAP, CDP-Star luminescence, 30 min; hits give high values; 1 = vehicle-only enzyme, 0 = enzyme-free background. activation factor at 10 µM;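 active = activation factor of the enzyme at least 2-fold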; also: the source names both 10 and 20 µM as test concentration; values of inactives mirror those of a sister screen read the other way
# Target sequence (P09923 whole entry, looked up): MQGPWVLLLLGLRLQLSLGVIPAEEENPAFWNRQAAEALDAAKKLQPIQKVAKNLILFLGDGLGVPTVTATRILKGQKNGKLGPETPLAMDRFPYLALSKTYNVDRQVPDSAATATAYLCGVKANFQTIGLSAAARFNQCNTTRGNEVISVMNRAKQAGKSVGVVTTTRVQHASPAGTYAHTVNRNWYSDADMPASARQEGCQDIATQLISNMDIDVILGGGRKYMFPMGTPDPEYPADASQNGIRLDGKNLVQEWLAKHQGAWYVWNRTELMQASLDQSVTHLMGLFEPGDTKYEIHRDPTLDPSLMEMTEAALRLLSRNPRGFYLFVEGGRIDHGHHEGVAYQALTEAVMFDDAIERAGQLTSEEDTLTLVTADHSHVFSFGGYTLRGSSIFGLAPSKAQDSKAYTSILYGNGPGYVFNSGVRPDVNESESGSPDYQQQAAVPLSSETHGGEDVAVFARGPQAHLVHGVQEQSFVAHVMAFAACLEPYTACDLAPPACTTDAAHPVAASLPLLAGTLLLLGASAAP
# PfGluPho inh: PfG6PD (Plasmodium falciparum) enzyme inhibition. PfGluPho enzyme, NADPH resazurin-diaphorase fluorescence. inhibition, % at 20 µM. 350,000 tested, 0.78% active;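 active = inhibition reaching at least a set limit at 20 µM in the primary screen, cut at about 59% in these data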;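 also: 0% = DMSO wells with substrate and 100% = DMSO wells lacking glucose-6-phosphate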
# SENP1 FRET inh: blocks the human SENP1 SUMO protease catalytic domain | Q9P0U3 | recombinant SENP1 catalytic domain, CyPet-SUMO1-YPet FRET cleavage | inhibition, % at 10 µM | 360,000 tested, 0.21% active | AID 624204;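 active = inhibition at least 30% at 10 µM, raw YFP signal under a set limit, fluorescence ratio 0.5 to 1.5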;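 also: 0% = enzyme with DMSO and 100% = no enzyme wells; some results filed as inactive read as strong as hits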
#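 Test system: human SENP1 catalytic domain; medium: Tris pH 8 buffer plus EDTA, NaCl, BME, BSA, NP40, catalase; incubation: 50 min reaction at room temperature; technique: FRET, CFP and YFP emission; controls: no-enzyme low control and enzyme-plus-DMSO high control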
# NR3A LBD binder: NR3A (human) ligand-binding domain modulation; NR3A LBD differential scanning fluorimetry, Tm shift; 0% = protein alone, 100% = glycine-bound protein; Tm shift relative to glycine control, % at 25 µM; 340,000 tested, 2.5% active;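 active = melting temperature shift of at least 10% of the positive control shift, at one fixed dose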
# Starred values were filed as active, the others as inactive; i = inactive; x = no result given.
SMILES,MPTP inh,SENP8 inh,SENP6 block,ATG4B inhibitor,hIAP activ,PfGluPho inh,SENP1 FRET inh,NR3A LBD binder
COc1ccc(OC/C(O)=C(\C#N)c2nc3ccccc3[nH]2)cc1,0.2,-11,-14,0,1.1,-17,-15,-3
O=C(COc1ccccc1)NCC(=O)Nc1ccncc1,0.0,10,-27,6,1.2,-4,-2,2
CC1(N2CCCCC2)CC2(O)C(=[N+]1[O-])CCC/C2=N\O (configuration not stated),-0.6,25,-12,-12,0.87,10,2,2
CC(C(=O)NC1CCCC1)N(Cc1ccc2c(c1)OCO2)C(=O)c1snc(C(N)=O)c1N (configuration not stated),0.3,-286,-9,-1,1.2,-4,-5,2
COc1ccc(NC(=O)CN(C)C(=O)c2ccc3ccccc3n2)cc1,-0.3,9,2,-6,1.1,3,1,0
COc1ccccc1N1CCN(CC(=O)c2c[nH]c3ccccc23)CC1,0.0,11,-6,8,1.2,13,0,0
CCN(CC)S(=O)(=O)c1ccc(/C=C/C(=O)Nc2c(C)n(C)n(-c3ccccc3)c2=O)cc1,0.1,6,25,4,1,-4,3,-1
O=C(O)c1[nH]c2ccccc2c1C(c1cc(Br)ccc1O)c1c(C(=O)O)[nH]c2ccccc12,0.8,1,34,34,1.1,-39,-2,11*
COc1ccc(-n2c(C)nc3c(cnn3-c3ccc(C)c(C)c3)c2=O)cc1,0.2,-1,-1,-7,1,10,0,0
CN(C)S(=O)(=O)n1cc(/C=C(\NC(=O)c2ccccc2)C(=O)N2CCCC2)c2ccccc21,-1.1,11,-23,-8,1.1,-8,2,-1
COc1ccccc1-c1cc2nc(-c3ccccc3)cc(N3CCN(C(=O)c4ccoc4)CC3)n2n1,2.0,-374,x,x,x,8,-5,x
CCOC(=O)c1ccc(-n2cccc2/C=C2\NC(=O)NC2=O)cc1,3.0,-100,-12,-9,1,13,-7,-1
C=C1c2cc(CC)ccc2NC(=O)N1c1ccc(C)cc1,-0.9,-25,3,1,0.91,-16,-5,-4
COc1cccc(N2CCN(C(=O)c3ccc(-c4ccccc4)cc3)CC2)c1,0.5,7,5,-11,1.2,13,2,3
CCOC(=O)C1=C(CN2CCC(C)CC2)NC(=O)NC1c1ccc(Cl)cc1 (configuration not stated),2.5,6,-10,-1,0.98,16,0,x
Cc1cnc(C(=O)OCC(=O)Nc2ccc(OCc3ccccc3)cc2)cn1,-0.8,4,6,-3,0.93,15,0,1
O=C(COC(=O)c1cc(-c2ccco2)nc2ccccc12)NCc1ccccc1,-3.3,i,-2,0,1,16,-17,-4
Cc1cc(NC(=O)COn2nnc3ccc(Cl)cc32)no1,-0.3,9,9,9,0.95,-12,2,5
CC(C)C(NC(=O)c1cccs1)c1nnc(SCC(=O)Nc2nccs2)n1C (configuration not stated),4.3,3,-4,4,0.91,-2,0,-2
Cc1cc(=O)oc2cc(NC(=O)c3cccc(Br)c3)ccc12,1.8,i,5,7,1.1,-16,1,-9
CN1CCN(c2nc3c(c(=O)n(C)c(=O)n3C)n2Cc2cccc3ccccc23)CC1,2.8,21,-6,-13,0.94,-6,-5,0
CCOC(=O)/C=c1\s/c(=C\c2ccccc2C)c(=O)n1CC(=O)NCc1ccc2c(c1)OCO2,1.0,-48,-19,2,0.86,13,-35,1
Cc1c(Cl)c([N+](=O)[O-])nn1CC(=O)N1CCN(C23CC4CC(CC(C4)C2)C3)CC1,0.0,26,-21,3,0.95,18,-3,-2
COc1cccc(CCNC(=O)CCc2nnc(-c3ccc4c(c3)OCO4)o2)c1,-2.6,2,20,8,1.1,-3,-3,0
CN(C)S(=O)(=O)c1ccc(NC(=O)COC(=O)C2COc3ccccc3O2)cc1 (configuration not stated),-1.6,-1,20,-2,1,-3,2,-3

# An excerpt from above, showing only SENP6 block.
Molecule,SENP6 block
O=C(COc1ccccc1)NCC(=O)Nc1ccncc1,-27
CN(C)S(=O)(=O)n1cc(/C=C(\NC(=O)c2ccccc2)C(=O)N2CCCC2)c2ccccc21,-23

# More structures
SMILES,MPTP inh,SENP8 inh,SENP6 block,ATG4B inhibitor,hIAP activ,PfGluPho inh,SENP1 FRET inh,NR3A LBD binder
CCc1c(C)nc(SCC(=O)N2C(C)CCCC2C)[nH]c1=O (configuration not stated),-0.6,10,6,-8,0.93,11,1,0
O=C(CCN1C(=O)/C(=C\c2cccs2)SC1=S)Nc1ccccn1,0.2,15,6,-2,1,12,10,-9
COc1ccc(-c2sc(Nc3ccccc3)n[n+]2C)c(C)c1C,-0.4,0,-16,1,0.86,-7,0,-3
O=C(NC(=S)NNC(=O)c1ccco1)c1ccc(F)cc1,-0.7,8,-9,4,1.5,-2,-4,5
CC(=O)OCCCCCCCCCCC[N+]1(C)CCCCC1,0.5,-1,-6,-11,1.1,21,-1,0
Cc1cccc(NC(=O)CSc2nc3ccccc3c(=O)n2C)c1C,8.5,23,x,x,x,18,1,x
CC(C)CC(=O)N1CCN(C(=O)c2ccco2)CC1,0.4,18,-2,3,0.95,-3,1,-1
N#CCCN1CCN(C(=S)c2ccc(-c3cc(Cl)ccc3Cl)o2)CC1,10,-5,7,-14,0.92,10,-13,2
COc1ccc(-n2c(Cc3cccn3C)nnc2SCC(=O)Nc2ccc(C)cc2C)cc1,-1.0,1,-4,2,0.84,7,-1,-3
CCn1cnc2cc(NCc3ccc(Cl)cc3)ccc21,-0.3,-74,-12,0,1,26,-2,2
Cc1cc(SCC(=O)N/N=C/c2ccc(O)c(O)c2)nc2ccccc12,1.1,15,-5,-10,0.98,-11,2,6
Nc1ncnc2c1ncn2[C@@H]1O[C@H](CNCc2ccc(OCC(=O)Nc3ccccn3)cc2)[C@@H](O)[C@H]1O,-1.2,14,19,x,0.87,6,-1,0
CCOC(=O)CN1C(=O)N[C@@H](c2cccc(C(F)(F)F)c2)C(C(C)=O)=C1C,-0.7,7,-2,-13,1.2,-7,3,-2
CCCC1CC(C#N)N(N(C)C)C1=C(C#N)C#N (configuration not stated),1.4,5,-34,-3,0.93,8,-2,-2
CCOC(=O)N1CCN(C(=O)C(CC)n2nc(C)c3sc4ccccc4c3c2=O)CC1 (configuration not stated),-5.7,-16,0,-3,0.99,-16,1,0
C=CCC1(CC=C)CCCN1C(=O)c1cc(COc2ccc(-n3cncn3)cc2)on1,105*,12,-7,8,1.3,6,-5,1
CCOC(=O)CSc1nc(Nc2ccc3c(c2)OCO3)c2ccccc2n1,-0.5,-16,-6,11,0.99,26,1,-10
CCOC(=O)[C@H]1[C@H]2COc3ccc(OC)cc3[C@@H]2N2C(=O)CN(Cc3ccc(C)cc3)C(=O)[C@@]12C,-0.5,12,-4,-6,1,10,4,1
COc1ccc(C2C(C(=O)N3CCC(C)CC3)c3ccccc3C(=O)N2C)cc1 (configuration not stated),-0.5,8,6,-7,1,-6,2,1
CCCn1cc(S(=O)(=O)CC(=O)NC2CCCCC2)c2ccccc21,0.4,14,5,-12,1,7,2,-6
COc1ccc(N2C(=O)CCC(C(=O)N3CCCCC3)C2c2ccc(F)cc2)cc1 (configuration not stated),-0.2,7,-15,-1,1.2,-4,2,3
c1ccc(Nc2nc(CSc3ncn[nH]3)cs2)cc1,0.3,-6,-2,11,1.3,23,-2,-2
CCN(CC)S(=O)(=O)c1ccc(C)c(NC(=O)CSc2nc3ccccc3[nH]2)c1,4.7,2,7,-1,0.99,-7,1,-7
COC(=O)C1=C(C)N(Cc2ccccc2)C(=NCCCCO)N[C@H]1c1cccc(C(F)(F)F)c1,-2.0,-15,-5,-5,1.1,4,-8,-3
O=S(=O)(CC(CN1CCCC1)N1CCCC1)c1ccc2ccccc2c1 (configuration not stated),-2.2,-3,-8,1,1.1,7,-10,2

# Additional structures follow.
SMILES,MPTP inh,SENP8 inh,SENP6 block,ATG4B inhibitor,hIAP activ,PfGluPho inh,SENP1 FRET inh,NR3A LBD binder
O=C(CNC(=O)Cc1cccc2ccccc12)NCc1ccccc1F,0.4,5,-4,-4,0.94,3,-2,1
CCOC(=O)C1=CN(Cc2cccc(-c3cccnc3)c2)S(=O)(=O)N(CC)C1C (configuration not stated),-0.5,6,x,3,x,15,1,7
CNCc1ccccc1Sc1cc(O)ccc1O,1.9,-10,4,21,0.94,92*,-9,-2
C/C(Cl)=C/Cn1c(NCCN(C)C)nc2c1c(=O)n(C)c(=O)n2C,-1.3,18,-9,2,1.1,-19,-1,0
CC[C@@]12C(=O)N(c3cccc(F)c3)C(=O)N1[C@H](c1cccc(C)c1)[C@@H]1C(=O)N(Cc3ccccc3)C(=O)[C@@H]12,0.1,11,-3,-3,0.88,-1,-1,-11
CCOC(=O)C(=CNc1cc(C)nn1-c1ccc(Cl)cc1)C(=O)OCC,-1.8,-31,-14,-2,1,6,0,2
CN(C)CCCCCNCCCNC(=O)/C=N\O,-1.9,10,-53,3,0.96,-7,-3,1
Cc1cccc(/C(N)=N/OC(=O)COc2ccc(Cl)cc2)c1,-0.6,5,11,7,1.2,-8,1,1
COc1ccc(CCNC(=O)c2cc(S(=O)(=O)N(C)C)ccc2N2CCCC2)cc1OC,-1.8,-38,-19,-1,1.2,-3,1,1
CC(=O)c1c(C)oc2ccc(N(C(C)=O)S(=O)(=O)c3ccc(F)cc3C)cc12,1.8,7,19,-2,1.1,26,1,2
CC(C)(C)n1nc2c(c1NC(=O)c1ccc(S(=O)(=O)N3CCCC3)cc1)CS(=O)C2 (configuration not stated),1.7,17,2,-4,0.98,-11,1,0
O=C1C=C(c2ccc3ccccc3c2)C[C@@H](c2ccc(F)cc2)C1,1.1,-229,-17,-9,1.1,5,-1,-1
O=C1Nc2ccccc2/C1=N\N=C\c1ccc(O)c(O)c1,7.8,57*,-11,-4,0.65,-26,4,-4
Cc1cccc(NC(=O)C2CCCN(S(=O)(=O)c3c(C)nn(C)c3C)C2)n1 (configuration not stated),1.4,-1,0,6,1.1,-29,1,-1
CCSc1nnc(NC(=O)CCc2ccccc2)s1,-0.9,11,7,5,0.98,9,1,-1
O=C(O)c1cc(Cl)c(Cl)cc1C(=O)N1CCCC1,0.8,1,-15,2,1,-11,1,-3
N#C/C(=C\Nc1ccccc1SC(F)(F)F)c1nc(-c2ccc(F)cc2)cs1,3.7,12,-15,3,0.98,6,-1,-4
CCN(CC)c1ccc(NC(=O)c2ccc(=O)[nH]c2)cc1S(=O)(=O)Nc1ccc(OC)cc1,-0.4,10,-8,-10,1.2,-3,-27,-5
CC1Cc2ccccc2N1C(=O)CSc1nnnn1C (configuration not stated),-4.2,13,6,0,1,5,-2,1
C=CCn1c(SCC(=O)c2ccccc2)nnc1-c1cc2ccccc2o1,-1.0,-86,-4,62*,0.98,6,0,-11
CCNc1nc(NCC)nc(Oc2ccc(OCC)nn2)n1,0.2,-6,-6,5,1.3,-25,2,0
Cc1c(N2C(=O)CSC2c2ccc(F)cc2)c(=O)n(-c2ccccc2)n1C (configuration not stated),0.5,18,6,5,1.1,-13,1,1
O=C(COc1ccc([N+](=O)[O-])cc1)Nc1ccc(N2CCN(C(=O)c3ccco3)CC2)cc1,2.0,12,-15,0,1.2,-5,2,-2
C=CCN1C(=O)C(CC(=O)O)S/C1=N/N=C/c1ccc(N(CC)CC)cc1 (configuration not stated),-0.3,-476,-15,5,1.1,-4,-111,-4
Cc1cc(/C=N/NC(=O)COc2cccc3cccnc23)c(C)n1-c1ccc(O)cc1,0.6,13,-8,1,0.89,1,1,-13

# Reformatted as labelled records: entries from further up
CCN(CC)S(=O)(=O)c1ccc(C)c(NC(=O)CSc2nc3ccccc3[nH]2)c1
  MPTP inh: 4.7	SENP8 inh: 2	SENP6 block: 7	ATG4B inhibitor: -1	hIAP activ: 0.99	PfGluPho inh: -7	SENP1 FRET inh: 1	NR3A LBD binder: -7

COC(=O)C1=C(C)N(Cc2ccccc2)C(=NCCCCO)N[C@H]1c1cccc(C(F)(F)F)c1
  MPTP inh: -2.0	SENP8 inh: -15	SENP6 block: -5	ATG4B inhibitor: -5	hIAP activ: 1.1	PfGluPho inh: 4	SENP1 FRET inh: -8	NR3A LBD binder: -3

O=S(=O)(CC(CN1CCCC1)N1CCCC1)c1ccc2ccccc2c1 (configuration not stated)
  MPTP inh: -2.2	SENP8 inh: -3	SENP6 block: -8	ATG4B inhibitor: 1	hIAP activ: 1.1	PfGluPho inh: 7	SENP1 FRET inh: -10	NR3A LBD binder: 2
